FEN1 inh: qHTS Assay for the Inhibitors of Human Flap endonuclease 1 (FEN1); P39748; Recombinant FEN1 flap cleavage, fluorescence, 15 min; Potency, µM (top dose mostly 114 µM), for inactives: at the highest dose activity change, negative = inhibition, hits mostly inhibitors; actives 0.35% (n = 390,000); AID 588795, 2011; further: nearly all actives have a fitted effect of over 65% in size
Target sequence (P39748 whole entry, looked up): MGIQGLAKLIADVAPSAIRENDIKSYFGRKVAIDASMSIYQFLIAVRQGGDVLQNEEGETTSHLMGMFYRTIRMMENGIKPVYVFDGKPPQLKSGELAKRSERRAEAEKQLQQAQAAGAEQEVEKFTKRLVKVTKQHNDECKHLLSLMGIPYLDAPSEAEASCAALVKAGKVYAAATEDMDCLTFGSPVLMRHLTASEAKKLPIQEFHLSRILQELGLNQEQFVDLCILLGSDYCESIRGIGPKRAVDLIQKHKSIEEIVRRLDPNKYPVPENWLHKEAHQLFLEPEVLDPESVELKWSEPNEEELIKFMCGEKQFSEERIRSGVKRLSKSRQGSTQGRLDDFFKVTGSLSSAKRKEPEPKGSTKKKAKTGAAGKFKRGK
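Steps: FEN1 (10 nM) dispensed; compound added by pin tool; 15 min at room temperature; substrate added to 50 nM final; reads at 0 min and 15 min; data normalized and fitted (four-parameter Hill).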
N370S GC mod: qHTS Assay for Inhibitors and Activators of N370S glucocerebrosidase as a Potential Chaperone Treatment of Gaucher Disease; N370S GC spleen homogenate, 4MU-glucoside fluorescence; Potency, µM (top dose mostly 59.4 µM), inactives show at the highest dose activity change, negative = inhibition, hits mostly inhibitors; actives 0.092% (n = 330,000); AID 2101, 2009;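 further: 0% = full enzyme activity and -100% = no enzyme basal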
GCN5L2 inh: qHTS Assay for Inhibitors of GCN5L2 | Potency, µM (top dose mostly 58.9 µM), without a hit: top-dose activity change, negative = inhibition, usual class: inhibitors | actives 0.21% (n = 390,000) | GCN5L2 HAT assay, ThioGlo1 CoA-SH fluorescence | Histone acetyltransferase KAT2A (Homo sapiens), Q92830
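Free CoA generated was detected with ThioGlo1 (50uM) fluorescence at Ex340nm/Em540nm, read immediately and after 20 min at room temperature. Enzyme, 20 nM in HEPES pH 7.5 buffer, saw compounds 15 min before adding 75uM H3(1-25) peptide and 70uM acetyl-CoA.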
Numbers without * were called inactive; ? = inconclusive; / = no result given; [ ] = remark or other dose. The call rests on the fitted dose curve; in most records, active means well fitted curve in the direction sought with a large enough effect; inconclusive means small, poorly fitted or top-dose-only effect, or another doubt; inactive means no such curve, though single readings can be large; an effect the other way counts as inactive or inconclusive. Unless noted, on the % scale 0 is the no-effect control and ±100 the full control effect; potency means the concentration at half of the fitted maximal effect. Not all compounds are listed. The share of hits here may be higher or lower than overall.

The opening 15 compounds (preview)
no.	mol	FEN1 inh	N370S GC mod	GCN5L2 inh
1	CCn1c(=O)c(C(=O)NCCc2ccc(OC)c(OC)c2)c(O)c2ccccc21	-30%	4%	4%
2	Cc1ccc(C(C(=O)NC2CCCCC2)N(CC2CCCO2)C(=O)CNC(=O)c2ccco2)cc1 (stereo not given)	-8%	22%	-2%
3	Cc1ccc(NC(=O)c2c(C)oc3ncnc(N4CCCCC4)c23)c(C)c1	-4%	/	-2%
4	Cc1cccc(NC(=O)c2ccc(-c3ccccc3)s2)c1	-12%	/	-4%
5	CC(C)Cc1ccc(S(=O)(=O)Nc2cc3c(cc2N2CCOCC2)n(C)c(=O)c(=O)n3C)cc1	-29%	/	-17%
6	CC1CCCCC1NC(=O)COn1nnc2ccc(Cl)cc21 (stereo not given)	4%	-7%	-2%[0.501 µM]
7	[O-][N+](=Nc1ccccc1)c1ccccc1	/	23%	-8%
8	CCOc1cc(CN2CCN(C(=O)c3cccc4ccccc34)CC2)ccc1OC	1%	-3%	1%
9	NC(=O)COC(=O)Cc1coc2cc3c(cc12)CCC3	9%	-16%	-8%
10	Cc1cccc(C)c1OCC(=O)Nc1cccc(C(=O)O)c1	0%	3%	8%
11	Cc1nn(-c2ccccc2)c2c1c(C)c(CCC(=O)NCC1CCCO1)c(=O)n2C (stereo not given)	0%	-1%	0%
12	COC(=O)Nc1sc2c(c1C(=O)NC1CC1)CCCCCC2	-7%	/	-7%
13	CS(=O)(=O)c1ccc(NS(=O)(=O)c2ccc(Cl)c(C(=O)NCc3ccco3)c2)cc1	14%	/	-5%
14	COC(=O)c1ccc(NC(=O)c2cccc(C)c2)cc1	0%	-3%	-7%
15	c1ccc(-n2nnnc2NCCc2c[nH]c3ccccc23)cc1	-12%	6%	-10%

Main list (from the top)
no.	mol	FEN1 inh	N370S GC mod	GCN5L2 inh
1	CCn1c(=O)c(C(=O)NCCc2ccc(OC)c(OC)c2)c(O)c2ccccc21	-30%	4%	4%
2	Cc1ccc(C(C(=O)NC2CCCCC2)N(CC2CCCO2)C(=O)CNC(=O)c2ccco2)cc1 (stereo not given)	-8%	22%	-2%
3	Cc1ccc(NC(=O)c2c(C)oc3ncnc(N4CCCCC4)c23)c(C)c1	-4%	/	-2%
4	Cc1cccc(NC(=O)c2ccc(-c3ccccc3)s2)c1	-12%	/	-4%
5	CC(C)Cc1ccc(S(=O)(=O)Nc2cc3c(cc2N2CCOCC2)n(C)c(=O)c(=O)n3C)cc1	-29%	/	-17%
6	CC1CCCCC1NC(=O)COn1nnc2ccc(Cl)cc21 (stereo not given)	4%	-7%	-2%[0.501 µM]
7	[O-][N+](=Nc1ccccc1)c1ccccc1	/	23%	-8%
8	CCOc1cc(CN2CCN(C(=O)c3cccc4ccccc34)CC2)ccc1OC	1%	-3%	1%
9	NC(=O)COC(=O)Cc1coc2cc3c(cc12)CCC3	9%	-16%	-8%
10	Cc1cccc(C)c1OCC(=O)Nc1cccc(C(=O)O)c1	0%	3%	8%

no.	mol	FEN1 inh	N370S GC mod	GCN5L2 inh
11	Cc1nn(-c2ccccc2)c2c1c(C)c(CCC(=O)NCC1CCCO1)c(=O)n2C (stereo not given)	0%	-1%	0%
12	COC(=O)Nc1sc2c(c1C(=O)NC1CC1)CCCCCC2	-7%	/	-7%
13	CS(=O)(=O)c1ccc(NS(=O)(=O)c2ccc(Cl)c(C(=O)NCc3ccco3)c2)cc1	14%	/	-5%
14	COC(=O)c1ccc(NC(=O)c2cccc(C)c2)cc1	0%	-3%	-7%
15	c1ccc(-n2nnnc2NCCc2c[nH]c3ccccc23)cc1	-12%	6%	-10%
16	CCOc1ccc(S(=O)(=O)N2CCOCC2)cc1NC(=O)C1CSC2(C)CCC(=O)N12 (stereo not given)	-3%	-1%	1%
17	CN(C(=O)CN1CCCCCC1)c1c(N)n(Cc2ccccc2)c(=O)[nH]c1=O	-5%	/	-1%
18	Cc1c(C)c2ccc(OC(C)C(=O)N[C@@H](Cc3c[nH]c4ccccc34)C(=O)O)c(C)c2oc1=O (stereo not given in full)	10%	3%	-12%
19	CCn1cc(/C=C(\NC(=O)c2ccccc2Cl)C(=O)N2CCOCC2)c2ccccc21	16%	0%	-6%
20	CC(=O)N1CCc2cc(S(=O)(=O)NCCC(=O)Nc3ccc4c(c3)OCCO4)ccc21	0%	0%	-3%

no.	mol	FEN1 inh	N370S GC mod	GCN5L2 inh
21	O=C(CSc1nnc(CNC(=O)c2ccccc2F)o1)Nc1cccc(C(F)(F)F)c1	5%	-5%	-6%
22	CCCOc1ccc(OC(=O)c2c(-c3ccccc3Cl)noc2C)cc1	-18%	/	-12%
23	O=S(=O)(Nc1ncn[nH]1)c1ccc2ccccc2c1	-1%	5%	-3%
24	Cc1ccc(C(=O)c2oc3ccccc3c2NC(=O)c2cc(-c3ccccc3O)n[nH]2)cc1	-5%	4%	-5%
25	CN1CCc2c(c3c(n2C)CCN(C)C3c2ccc(F)cc2)C1c1ccc(F)cc1 (stereo not given)	-6%	2%	-3%
26	O=C(NC(=S)Nc1ccccn1)c1cc(-c2ccccc2)nc2ccccc12	-12%	-19%	-10%
27	CC(=O)c1ccc(NS(=O)(=O)c2cnc(N)nc2)cc1	15%	/	-10%
28	O=C(CSCc1ccccc1F)NCc1ccc(F)cc1	15%	-4%	-2%
29	CCOC(=O)N1CCN(C(=O)c2ccc3c(=O)n(-c4ccccc4F)c(=S)[nH]c3c2)CC1	7%	-9%	-15%
30	CCOC(=O)c1c(NC(=O)CN2CCN(c3ccc(Cl)cc3)CC2)sc(C)c1C	-1%	8%	4%

no.	mol	FEN1 inh	N370S GC mod	GCN5L2 inh
31	Cc1cc(C)c(NC2=NCC(=O)N2C2CCCCC2)c(C)c1	0%	4%	-16%
32	O=C1NC(=O)C(Nc2cccc3ccccc23)S1 (stereo not given)	0%	-6%	-2%
33	CN(C(=O)c1ccncc1)c1nnc(-c2ccccn2)s1	-9%	2%	-2%
34	Nc1nc(NC(=O)CCC(=O)O)nn1-c1ccccc1	15%	-16%	-14%
35	CCc1ccccc1NC(=O)CSc1nnc(-c2ccco2)n1N	-5%	6%	-2%
36	CCCCCC(=O)Nc1cccc(S(=O)(=O)NC2=NCCC2)c1	3%	/	-4%
37	Cc1ccc(OCC(=O)Nc2nc(-c3ccc(Br)cc3)ns2)cc1	-1%	/	-5%
38	Cc1ccc(S(C)(=O)=O)cc1S(=O)(=O)Nc1ccccc1	-2%	-2%	-1%
39	CCc1ccc(N2CCN(C(=O)c3ccc(OC)c(OC)c3)CC2)cc1	-3%	-1%	-1%
40	Cc1ccc(-c2nn(C)c(=O)c3ccccc23)cc1S(=O)(=O)NCCN(C)C	-3%	-18%	1%

no.	mol	FEN1 inh	N370S GC mod	GCN5L2 inh
41	Cc1cc2n(n1)CCCN2C(=O)Nc1ccc(C)c(Cl)c1	-16%	/	-1%
42	CC(=O)Nc1ccc(S(=O)(=O)NCc2cc(=O)n(C)c(=O)n2C)cc1	-6%	-7%	-3%
43	CC(C)C(=O)NC(c1ccco1)c1ccc2cccnc2c1O (stereo not given)	-12%	-17%	2%
44	O=C(CN1C(=O)c2ccccc2S1(=O)=O)Nc1ccc(S(=O)(=O)N2CCCC2)cc1	0%	-3%	-2%
45	CCc1nc2ccccc2c(C(=O)Nc2cccc(C)c2)c1C	-2%	3%	-6%
46	CCO[C@H]1OC(C(=O)N2CCN(Cc3ccccc3)CC2)=C[C@@H](c2cn(C(C)=O)c3ccccc23)[C@@H]1CCCO	1%	-8%	-3%
47	COC(=O)/C=C1/S/C(=N/NC(=O)c2ccccc2OC)NC1=O	-1%	-12%	-13%
48	COc1ccc(N=C(NN)c2ccc3ccccc3n2)cc1	3%	3%	0%
49	O=C(NCC1CCCO1)C(c1cccs1)N(C(=O)c1ccc(-c2ccccc2)[nH]1)C1CCCC1 (stereo not given)	-15%	6%	-10%
50	Cc1onc(-c2ccccc2)c1C(=O)c1c[nH]c(C(=O)NCc2ccccn2)c1	-6%	-4%	-5%

no.	mol	FEN1 inh	N370S GC mod	GCN5L2 inh
51	CC(=O)N/C(=C/c1ccc2c(c1)OCO2)C(=O)O	2%	1%	4%
52	COC(=O)CN1C(c2ccccc2)=Nc2ccc(Cl)cc2C1c1ccccc1 (stereo not given)	-12%	-28%	-3%
53	COc1ccccc1-c1ccc(C(=O)O)o1	-3%	0%	-2%
54	COc1ccc(C(C)=O)cc1COC(=O)CSCC(=O)Nc1ccc(C)cc1	8%	-3%	?
55	CCCCc1cc(=O)oc2cc(C)cc(OCC(=O)NC(Cc3ccc(Cl)cc3)C(=O)O)c12 (stereo not given)	-15%	-5%	-9%
56	C=CCNC(=S)N(C1CCCCC1)C1CCCCC1	11%	16%	-2%
57	Cc1cc2c(s1)c1cnn(CC(=O)NCCc3ccccc3)c(=O)c1n2C	-2%	0%	-9%
58	C/C(=N\NC(=O)c1cccc2ccccc12)c1cccnc1	-8%	-6%	-11%
59	Cc1nnc(N2C(=O)c3oc4ccccc4c(=O)c3C2c2ccc(F)cc2)s1 (stereo not given)	5%	/	-4%
60	CCOc1cc(NS(=O)(=O)c2ccc(Cl)cc2)c(OCC)cc1NC(=O)CC(C)C	-3%	6%	-7%

no.	mol	FEN1 inh	N370S GC mod	GCN5L2 inh
61	Cc1cccc(N2CCN(c3nc4ccc(C)cc4n4cnnc34)CC2C)c1 (stereo not given)	-17%	/	-10%
62	Cc1ccc(-n2ncc3c(NCCCN4CCOCC4)ncnc32)cc1C	16%	/	-1%
63	Cc1onc(C(=O)NCc2ccccn2)c1[N+](=O)[O-]	0%	-6%	-6%
64	Cc1cccc(N2CCN(C(=O)c3cn(C)c4ccc(S(=O)(=O)N(C)C)cc4c3=O)CC2C)c1 (stereo not given)	-3%	/	-2%
65	COC(=O)CCN(C(=O)c1ccc(N2CCCCC2)c([N+](=O)[O-])c1)c1ccccn1	12%	-8%	0%
66	Cc1ccc(S(=O)(=O)N2CCC(C(=O)OC(C)C(=O)NC(N)=O)CC2)cc1C (stereo not given)	17%	-2%	13%
67	CC(=O)c1c(O)cc(=O)n(-c2ccccc2)c1-c1ccc(Cl)cc1	1%	-16%	1%
68	Clc1ccc(-c2nnc(NCc3ccccc3)c3ccccc23)cc1	-7%	11%	-6%
69	O=C1CCCN1CC(O)CS(=O)(=O)Cc1ccccc1Cl (stereo not given)	-5%	-6%	?
70	COc1ccc2cc(/C=C3\SC(=S)NC3=O)c(N3CCOCC3)nc2c1	?	-8%	-24%

no.	mol	FEN1 inh	N370S GC mod	GCN5L2 inh
71	COC(=O)CSc1nnc(C)n1-c1cccc(OC)c1	-10%	3%	50%[activator]
72	Cc1cc(C)cc(NCc2cc3c(cc2[N+](=O)[O-])OCO3)c1	-14%	1%	-8%
73	COc1ccc(C)cc1NC(=O)C(Sc1nncn1C)c1ccccc1 (stereo not given)	-12%	7%	-2%
74	Cc1ccccc1C(=O)N/N=C1/SCC(=O)N1Cc1ccc2c(c1)OCO2	1%	11%	-10%
75	COc1ccc(-n2ccnc2CN2CCN(C3CCCC3)C(CCO)C2)cc1 (stereo not given)	-6%	3%	0%
76	CC(Cc1c[nH]c2ccccc12)NC(N)=O (stereo not given)	3%	7%	-3%
77	COc1ccc(-c2nnc(SCC(=O)Nc3ccc(C)c(Cl)c3)nc2-c2ccc(OC)c(OC)c2)cc1OC	-9%	/	-9%
78	Cc1ccc(CNCc2c(C(=O)O)n(Cc3ccccc3C)c3cc(C)ccc23)cc1	3%	/	-4%
79	COC(=O)[C@@]12CCCCN1[C@H](c1ccc(-c3cc(C(C)=O)cs3)cc1)[C@H]1C(=O)N(C)C(=O)[C@H]12	-1%	-18%	-1%
80	Nc1cnn(Cc2ccccc2F)c1	2%	-5%	-4%

no.	mol	FEN1 inh	N370S GC mod	GCN5L2 inh
81	CC1CC=CC2C1C(=O)N(Cc1ccccc1)C2c1ccc(-c2ccc(F)cc2)cc1F (stereo not given)	3%	-11%	/
82	Cc1cc(C(=O)CSc2nnc(-c3cccs3)o2)c(C)n1-c1ccccc1	-16%	24%	-4%
83	O=C(Cn1cnc2c(cnn2-c2ccc(Cl)cc2)c1=O)NCCc1ccccc1	18%	-13%	-6%
84	CCc1ccccc1NC(=O)Nc1ccon1	24%	0%	0%
85	CC(C)=C1C2CCC1C1C(=O)N(c3nc(-c4ccc(F)cc4)c(C)s3)C(=O)C21 (stereo not given)	-5%	6%	-6%
86	CC(C)CN(C)C(=O)CCc1nnc(Cc2ccc(-c3ccccc3)cc2)o1	-6%	-28%	-5%
87	CCn1c(=S)ccc2ccc(OC)cc21	6%	2%	0%
88	CC(NC(=O)c1cccc(Cn2cc([N+](=O)[O-])cn2)c1)c1ccc(C(C)(C)C)cc1 (stereo not given)	0%	/	-23%
89	CC(Oc1cc2oc(=O)c3c(c2cc1Cl)CCCC3)C(=O)NCc1ccncc1 (stereo not given)	22%	1%	-20%
90	CCCCOc1ccc(C(C)NC(=O)C2CCCN(S(=O)(=O)CCC)C2)cc1 (stereo not given)	-2%	-1%	-4%

Source: PubChem BioAssay
